Compound activity as filed in PubChem.
IDE act – activators of human insulin-degrading enzyme in cells | HEK cells, FAbeta-B cleavage, fluorescence polarization; 0% vehicle, 100% cell-free pure enzyme wells | activation, % at 5.96 µM | 0.073% of 340,000 active;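 active means activation above the mean of all tested compounds plus 3 SD, set per screening campaign, cut at about 17% in these data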
IDE cell inh – inhibits human insulin-degrading enzyme in HEK cells; P14735; FAbetaB cleavage, fluorescence polarization; 0.41% of 320,000 active; inhibition, % at 5.59 µM;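 active means percent inhibition above the average of all tested compounds plus 3 SD, set per screening campaign, cut at about 16% in these data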;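 further: IDE supplied by intact live HEK cells; FP after avidin binding of uncleaved biotin substrate so inhibition keeps polarization high; 0% = DMSO wells and 100% = 60 µM reference IDE inhibitor Ii1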
PHOSPHO1 inh – inhibitors of human PHOSPHO1 phosphatase | AID 1565 | inhibition, % at 13.3 µM | Q8TCT1 | recombinant PHOSPHO1, absorbance phosphatase assay | 1.1% of 290,000 active; in the data active means inhibition above about 60%
Target sequence (Q8TCT1 whole entry, looked up): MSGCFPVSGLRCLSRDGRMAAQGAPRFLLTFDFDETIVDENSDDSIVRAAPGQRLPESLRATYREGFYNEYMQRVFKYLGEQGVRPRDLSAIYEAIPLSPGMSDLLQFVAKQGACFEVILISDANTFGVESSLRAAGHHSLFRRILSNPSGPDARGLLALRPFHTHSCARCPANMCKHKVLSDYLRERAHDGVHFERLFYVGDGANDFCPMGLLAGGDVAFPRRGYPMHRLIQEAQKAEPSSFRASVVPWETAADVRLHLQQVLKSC
CHRM4 PAM – positive allosteric modulators of human muscarinic M4 receptor; 0.4% of 360,000 active; P08173; activation, % at 3 µM; CHO-K1 hM4/Gqi5, Fluo-8 calcium fluorescence, ACh EC20; 0% = ACh EC20, 100% = maximal ACh;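 active means activation above its plate's cutoff, the mean activation of sample wells plus 3 SD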; further: some results filed as inactive read as strong as hits
Target sequence (P08173 whole entry, looked up): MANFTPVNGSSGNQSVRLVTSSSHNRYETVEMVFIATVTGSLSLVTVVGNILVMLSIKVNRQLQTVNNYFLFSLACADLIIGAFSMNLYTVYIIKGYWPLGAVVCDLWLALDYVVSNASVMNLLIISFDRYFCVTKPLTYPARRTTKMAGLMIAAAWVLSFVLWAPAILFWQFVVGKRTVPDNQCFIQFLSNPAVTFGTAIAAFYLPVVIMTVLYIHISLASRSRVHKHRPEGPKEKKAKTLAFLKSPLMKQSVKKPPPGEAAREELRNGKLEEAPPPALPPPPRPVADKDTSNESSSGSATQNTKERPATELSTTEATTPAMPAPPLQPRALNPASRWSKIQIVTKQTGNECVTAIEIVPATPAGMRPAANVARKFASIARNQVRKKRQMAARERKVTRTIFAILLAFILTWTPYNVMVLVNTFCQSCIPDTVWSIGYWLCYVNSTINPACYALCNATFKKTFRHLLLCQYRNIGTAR
CRFR2-BP ag – CRF-BP/CRF-R2 complex agonism; activation, % at 13.2 µM; HEK293 CRF-R2/CRF-BP, calcium dye fluorescence (FLIPR); percent of saturating CRF peptide response; AID 588473; 0.46% of 350,000 active;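 active means activation of at least 50%, plus an integration ratio under a set limit after plate pattern correction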;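 further: plate controls were neutral control wells without compound for no effect and CRF at EC100 for full effect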
pCIP destab – lowers stability of the mouse p/CIP coactivator protein | 0.01% of 290,000 active | Q05BA5 | F442A p/CIP-EGFP cells, EGFP fluorescence, 16 h | decrease of EGFP signal, % at 10 µM;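 active means EGFP signal decrease of at least 30% at 10 µM or well 3 SD below plate mean, unless failing retest; inactive means the rest, including hits failing retest or dose response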; further: some compounds called inactive have numbers as strong as hits; many of its hits are not listed in these tables
GalR3 antagonist – human GalR3 antagonism. 0.44% of 360,000 active. HEK293 GalR3-CNG cAMP membrane potential fluorescence; galR3 body fused to GalR1 C-terminus. inhibition, % at 3 µM;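 active means inhibition above the screen-wide average plus 3 SD, cut at about 13% in these data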;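 further: forskolin and galanin both at EC90 stimulate the cells; cAMP rise reported by CNG channel membrane potential dye signal; 0% = forskolin plus galanin with DMSO and 100% = forskolin alone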
Target sequence (O60755 1-299 limits assumed): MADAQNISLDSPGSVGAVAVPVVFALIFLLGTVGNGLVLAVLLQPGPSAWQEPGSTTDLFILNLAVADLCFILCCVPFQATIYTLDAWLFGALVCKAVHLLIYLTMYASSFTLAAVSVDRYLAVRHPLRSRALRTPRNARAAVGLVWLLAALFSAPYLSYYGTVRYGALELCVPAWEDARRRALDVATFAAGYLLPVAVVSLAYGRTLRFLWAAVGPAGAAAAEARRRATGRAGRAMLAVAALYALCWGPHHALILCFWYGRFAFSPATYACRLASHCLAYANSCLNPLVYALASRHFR
MEKK3 PB1 HTS – MEKK3-MEK5 PB1 interaction, increase or decrease; Q99759; bead-based flow cytometry, Alexa488-MEK5 binding to MEKK3; actives lie on both sides; 0 = blocked by unlabeled MEK5, 100 = vehicle; binding response (% of control), % at 10 µM; 1.4% of 290,000 active; AID 1529;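 active means binding response more than 3 SD above or below the average of its plate-row segment, actives on both sides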;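 further: Alexa488 bead fluorescence after subtracting the streptavidin-only scavenger bead signal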
CRFR2-BP antag – antagonists of CRF-binding protein/CRF-R2 receptor complex; HEK293 CRF-R2/CRF-BP, CRF-induced calcium fluorescence; inhibition, % at 11.8 µM; 0.59% of 350,000 active;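 active means inhibition of the ligand-induced calcium signal above about 50% at the single tested concentration, limit read from the data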
The depositor's hits bear a star; nt = no result given; [ ] = remark or other dose.

structure	CRFR2-BP antag	PHOSPHO1 inh	IDE cell inh	CHRM4 PAM	MEKK3 PB1 HTS	CRFR2-BP ag	GalR3 antagonist	IDE act	pCIP destab
Cc1ccc(OCc2nc(C#N)c(NCc3ccc4c(c3)OCO4)o2)cc1	36	20	-1	-13	108	0.1	-8	5	7
O=C1Cc2ccccc2Sc2ccc(Cl)cc21	-4	24	-4	18	97	2.9	-2	-1	-17
COCCn1c(SCC(=O)NC(C)c2ccc(F)cc2)nc2ccccc21 (stereo unspecified)	2	15	4	-7	100	-0.7	-9	6	-9
COc1ccc(N2CCN(C(=O)COC(=O)[C@@H](NC(=O)c3c(F)cccc3F)C(C)C)CC2)cc1	0	nt	nt	1	nt	1.0	-3	-1	nt
COc1ccc(S(=O)(=O)NNC(=O)c2sccc2-n2cccc2)cc1	6	9	4	5	102	0.5	-2	2	-10
Cc1ccc(CNc2ccc([N+](=O)[O-])cc2C(N)=O)cc1	6	nt	1	-5	nt	-1.7	-3	-1	nt
CC(NC(=O)CSc1ncccc1C(=O)O)C1CC2CCC1C2 (stereo unspecified)	17	12	-1	-7	87	-0.9	-4	5	1
O=C(CS(=O)(=O)c1ccccc1)NCc1ccc(Cl)cc1	12	-2	6	5	101	-3.0	-1	-1	12
COc1ccc(/C=C(/C#N)C(=O)Nc2cccc([N+](=O)[O-])c2)cc1C(=O)O	-44	-63	6	-1	104	-2.9	2	7	-1
CCOC(=O)c1c(C)[nH]c(C)c1C(=O)COC(=O)c1cc2ccccc2cc1OC	0	6	3	-18	95	-0.6	-11	7	-2
CCOc1ccc(/C(CC)=N/NC(=O)C2(C)CC2(Br)Br)cc1 (stereo unspecified)	-18	-6	-1	2	121	2.0	3	-1	-6
CCOc1cc(C2/C(=C(\O)c3cc(C)ccc3C)C(=O)C(=O)N2CCN(C)C)ccc1O (stereo unspecified)	-9	47	-1	-3	109	0.5	1	3	-13

Ordered by the number under CHRM4 PAM (low to high): 3 of the compounds above.
structure	CRFR2-BP antag	PHOSPHO1 inh	IDE cell inh	CHRM4 PAM	MEKK3 PB1 HTS	CRFR2-BP ag	GalR3 antagonist	IDE act	pCIP destab
COc1ccc(/C=C(/C#N)C(=O)Nc2cccc([N+](=O)[O-])c2)cc1C(=O)O	-44	-63	6	-1	104	-2.9	2	7	-1
CCOc1ccc(/C(CC)=N/NC(=O)C2(C)CC2(Br)Br)cc1 (stereo unspecified)	-18	-6	-1	2	121	2.0	3	-1	-6
O=C(CS(=O)(=O)c1ccccc1)NCc1ccc(Cl)cc1	12	-2	6	5	101	-3.0	-1	-1	12

Additional records:
structure	CRFR2-BP antag	PHOSPHO1 inh	IDE cell inh	CHRM4 PAM	MEKK3 PB1 HTS	CRFR2-BP ag	GalR3 antagonist	IDE act	pCIP destab
COc1ccccc1NC(=O)Nc1nc(CC(=O)N2CCN(c3ccccc3F)CC2)cs1	7	nt	-1	-4	nt	1.0	-6	0	nt
CCCCN(C(=O)Cn1ncc(Cl)c(Cl)c1=O)c1c(N)n(CC(C)C)c(=O)[nH]c1=O	17	16	0	8	103	1.7	nt	-2	-5
CNC(=O)COC(=O)c1cc(-c2ccccc2)nn1-c1ccccc1	3	20	-1	-4	100	0.4	-3	-1	2
CC(C)(C)c1ccc(/C=C2\CCn3c2nc2cc(C(=O)O)ccc2c3=O)cc1	-11	48	-7	-1	103	0.5	nt	3	-2
COc1ccc(C2CC(C(F)(F)F)n3nc(C(=O)O)c(Br)c3N2)cc1 (stereo unspecified)	5	36	5	13	103	-1.3	-3	2	2
CCCc1[nH]c2ccc(C#N)cc2c1CCC	-6	36	4	-13	103	-0.8	-5	0	-3
COc1ccc(OC)c(C2CC(c3ccccc3)=NN2C(=S)Nc2ccccc2)c1 (stereo unspecified)	-7	28	1	-14	101	3.9	-5	2	-1
CC(C)NC(=O)C1c2ccccc2Oc2ccccc21	22	24	-4	-3	105	-0.1	-5	2	-4
Cn1nnnc1SCCOc1ccc(C#N)cc1	21	-7	0	-1	99	-4.3	-5	-3	-10
CCn1cc(NC(=O)Nc2ccc(OC)c(OC)c2)c(C(N)=O)n1	-31	-38	3	6	107	0.1	-1	2	-4
CCCn1c2ccc(C)cc2c2nnc(SCCN3CCOCC3)nc21	-11	45	1	-1	105	-1.1	-1	-7	-2
O=[N+]([O-])c1ccc(/C=N\NS(=O)(=O)c2ccc(F)cc2)o1	-36	16	-7	-5	97	3.2	-2	0	0
COc1ccc(-n2nc(C(=O)NCC(=O)N3CCCCCC3)c3ccccc3c2=O)cc1Cl	-8	36	-1	2	102	-1.6	-8	-1	-5
Cc1ccc2c(c1)N(CCCC(=O)NCC1COc3ccccc3O1)C(=O)CO2 (stereo unspecified)	-7	12	-1	0	105	1.0	-7	6	-10
O=C(CCC(=O)N1CCN(Cc2ccc(F)cc2)CC1)Nc1nnc(C(F)(F)F)s1	-16	-21	-3	14	101	-1.3	4	2	2
O=C(c1cccc(S(=O)(=O)Nc2ccccc2Cl)c1)N1CCN(c2ccccc2O)CC1	0	nt	1	-8	nt	1.6	0	12	nt
CN1N=C(c2ccc(F)c(F)c2)CSC1=NCc1ccccc1	6	-4	-1	4	121	-0.8	-1	0	-4
O=C1/C(=C/c2cccnc2)SC(=S)N1c1ccc(F)cc1	10	-19	3	4	103	1.2	3	2	-22
Cc1ccnc(Sc2ccc([N+](=O)[O-])cn2)n1	7	-9	4	0	101	-0.3	-1	-1	0
COc1ccc(Cl)cc1C=CC=NNS(=O)(=O)c1ccc(C)cc1	10	nt	nt	-3	nt	-4.0	-8	-2	nt
COc1ccc(C(=O)NCC(c2ccc3c(c2)OCO3)N2CCN(c3ccc(OC)cc3)CC2)cc1 (stereo unspecified)	10	nt	-4	13	nt	0.0	-1	3	nt
O=C(NCCN1CCN(Cc2ccccc2)CC1)C1c2ccccc2C(=O)N2CCc3ccccc3C12 (stereo unspecified)	-21	41	0	-8	107	-0.6	-2	-5	-14
C/C(CCC(C)C)=N\Nc1ccc(S(N)(=O)=O)cc1[N+](=O)[O-]	29	-16	-3	5	102	-3.6	-1	12	14
Cc1ccc(O)c(C(=O)C=Cc2ccccc2)c1	11	nt	nt	1	nt	-2.9	-5	2	nt
O=C(c1cccc([N+](=O)[O-])c1)N1CCN(C(=O)c2ccco2)CC1	20	6	2	10	100	-0.6	-8	0	-12
CCC(c1nc2ccccc2c(=O)n1CCCn1ccnc1)N1C(=O)c2ccccc2C1=O (stereo unspecified)	-19	20	0	7	77*[inhibitor]	-2.7	-2	3	-6
CCOc1ncccc1C(=O)OCC(=O)Nc1ccc(S(=O)(=O)N2CCCC2)cc1	3	nt	7	2	nt	-0.9	-1	1	nt
COc1ccccc1N1CCN(C(=O)CCCC2=NS(=O)(=O)c3ccccc3N2)CC1	7	-6	-4	-6	nt	-0.5	4	4	10
Cc1ccsc1/C=N/NC(=O)c1cccnc1	-4	28	7	17	97	-0.5	-7	6	-2
O=C(NC1CCSC1=O)c1ccccc1 (stereo unspecified)	6	49	3	7	100	0.2	-4	2	-7
Cc1ccc(-c2nnc(SCC(=O)Nc3ccc(N4CCOCC4)cc3)o2)cc1	-2	22	-3	-3	90	0.8	-3	6	10
O=C(O)CN1C(=O)C(=O)N(Cc2cccc(F)c2)C1=O	6	nt	-3	11	103	-1.1	1	1	-15
N#Cc1cc(C(=O)c2cc(F)ccc2O)cn(Cc2ccccc2)c1=O	-6	2	12	-4	104	0.6	-4	-5	-6
Cc1nc(-c2ccc(Cl)cc2)sc1C(=O)NN	-20	-1	-1	0	103	1.9	4	7	-8
O=C(Nc1ccc(S(=O)(=O)Nc2ncccn2)cc1)c1cccc(Br)c1	2	14	nt	-4	104	0.4	-3	3	-9
O=C(NCCc1ccc(F)cc1)c1cc([N+](=O)[O-])ccc1N1CCOCC1	1	nt	-6	-3	nt	-1.1	-5	3	nt
NCCCNc1nc(N)c([N+](=O)[O-])c(NC2CCCCC2)n1	-47	19	2	-5	107	0.0	-15	-3	6
CC1CCCCN1C(=O)Nc1ccccc1Cl (stereo unspecified)	15	16	-3	5	92	1.3	-5	-2	9
O=C(NC1CCCC1)C(NS(=O)(=O)c1ccc(Br)s1)c1ccccc1 (stereo unspecified)	-20	-5	2	6	107	-1.8	-4	1	0
S=c1[nH]cc(-c2ccccc2)n1-c1ccccc1Cl	-12	-20	0	-1	100	-1.4	-7	-11	-14
CCC(Sc1nnnn1-c1ccccc1)C(=O)NC(C)c1ccccc1 (stereo unspecified)	-1	-8	-1	-4	95	0.4	nt	10	-12
Cc1c(N(C)C(=O)COc2ccc3ccccc3c2)c(=O)n(-c2ccccc2)n1C	-5	8	1	0	97	-1.5	-6	2	-8
Cc1nn(-c2ccccc2)nc1C(=O)c1c(C)[nH]n(-c2ccccc2)c1=O	31	37	4	-5	98	37	-1	3	6
CC(C)n1ncc2c(C(=O)N3CCN(S(=O)(=O)c4cccc(F)c4)CC3)cc(C3CC3)nc21	-7	nt	nt	6	nt	-0.5	-5	nt	nt
COc1ccc(CCn2ccc(O)c(Cc3ccc(Cl)cc3Cl)c2=O)cc1OC	2	16	4	4	101	-0.9	-10	2	15
CNC(=S)/N=C(/Nc1ccccc1)c1ccccc1	-10	-9	8	-1	104	2.1	-3	-3	7
COc1cccc(C(=O)NC2CC3CCCC(C2)N3CC(=O)Nc2ccc(N(C)C)cc2)c1 (stereo unspecified)	-19	18	10	1	115	-1.8	-3	-1	-13
CC(=O)Nc1c(C#N)c(C(C)(C)C)cn1C	-2	-25	-4	6	101	-0.5	2	6	-24
O=C(N1CCN(c2ccccc2)CC1)C(F)(F)C(F)F	6	6	1	5	106	-1.2	-8	-4	-8
Fc1cccc(F)c1-c1nc2c(s1)CCc1onc(-c3ccc(Br)cc3)c1-2	6	nt	-1	1	85	-1.4	-3	1	nt
COc1cccc(-n2c(SCC(N)=O)nnc2-c2c[nH]c3ccccc23)c1	30	38	5	-2	106	-4.7	nt	-4	-5
CCCc1cc(=O)[nH]c(SCC(=O)c2ccc3c(c2)NC(=O)CO3)n1	19	28	-1	-2	106	0.9	2	5	-3
COc1ccccc1-c1cnn2c(N3CCOCC3)cc(C)nc12	-6	38	1	3	112	0.4	-6	6	-7
Cc1cc(C)n(C(=O)c2ccc(C)c(F)c2F)n1	7	-14	0	-1	103	-2.8	2	2	0
CC1(C)CC(=O)C=C(NCc2ccncc2)C1	-20	-9	-3	4	102	-1.9	-7	2	7
CC1CCc2cc(F)ccc2N1C(=O)CSc1nnc2c3ccccc3n(C)c2n1 (stereo unspecified)	28	16	3	-5	100	-3.0	4	5	1
CC(=O)c1cc2c(cc1NC(=O)Cn1nc(-c3ccc(C)cc3)ccc1=O)OCO2	0	46	5	5	100	0.8	-8	-3	-9
COc1ccc(CCNC(=O)c2ccc3c(c2)NC(=O)C(C(C)C)N3)cc1OC (stereo unspecified)	5	17	-2	3	102	0.9	-7	2	-20
CC(C)c1ccc(NC(=O)CCNS(=O)(=O)c2ccc3[nH]c(=O)oc3c2)cc1	27	53	7	0	98	0.9	-8	5	-2
Cc1cc([N+](=O)[O-])nn1CCCC(=O)NC(C)c1ccccc1 (stereo unspecified)	-18	-9	3	4	103	-2.0	-4	7	-5
CC1(NC(=O)CC(c2ccccc2)(c2ccccc2)c2ccccc2)CCN(Cc2ccc(-c3ccccc3)cc2)C1=O (stereo unspecified)	1	nt	-1	0	nt	2.8	-1	4	nt
O=S(=O)(Nc1ccccc1O)c1ccc(-c2ccccc2)cc1	-10	32	-1	-9	104	1.0	-2	4	1
